# Bioassay records: PubChem, Broad Institute
# GSIS activator: primary screen for activators of insulin secretion dependent on glucose, INS-1E cells, GLuc reporter luminescence. activation, % at 16.6 µM. INS-1E GLuc reporter insulin secretion, 2-3 h. AID 743287. actives 0.61% (n = 370,000);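 active = lowest replicate activation of at least 40%, so every replicate reaches that level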;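 note: 0% = median of neutral control wells and 100% = median of IBMX positive control wells; some compounds called inactive have numbers as strong as hits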
# Cneo AK release: Cryptococcus neoformans lysis via adenylate kinase release; AID 651654; lysis activity, % at 15 µM; actives 0.2% (n = 360,000); C. neoformans lysis, adenylate kinase release luminescence, 4 h; normalised: neutral wells 0, clomiphene wells 100;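 active = mean lysis activity across replicates of at least 80%, whatever share of replicates individually reach that level; inactive = mean lysis activity below 80%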
#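 read-out = cell lysis signal | test system = log-phase Cryptococcus neoformans yeast cells | input = cells at 5 × 10^6 per mL | medium = fresh YPD growth medium | signal = luminescent adenylate kinase detection reagent | timing = 4 h at 37 °C static, read 1 h later | dosing = single dose | controls = Clomiphene as positive lysis control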
# PGC1a acetyl inh: modulators of PGC1a acetylation. U2OS PGC1a acetylation, AlphaScreen anti-acetyl-lysine; with virally co-expressed GCN5 acetyltransferase. inhibition, % at 15.6 µM. actives 0.17% (n = 350,000). AID 651687;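 active = every replicate shows inhibition of at least 40%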;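 note: 0% = neutral control wells and 100% = positive control wells; some results beyond the cut were filed as inactive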
# CFTR F508del cor: correctors of CFTR F508del function in bronchial epithelial cells; actives 0.36% (n = 350,000); activity (quench increase), % at 7.58 µM; CFBE cells, YFP halide quenching; stimulated with forskolin plus potentiator P3; % fluorescence drop versus neutral controls;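 active = mean added fluorescence quench of at least 8% versus neutral control, with both replicates also reaching 8%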;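 note: cells transiently co-express mutant CFTR-F508del with the halide-sensitive YFP; corrector assay measuring rescue of mutant channel to the surface after 24 h compound exposure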
# Statin myotox sup: suppressors of simvastatin-induced myotoxicity in C2C12 myotubes. ATP luminescence, 48 h; scaled: DMSO 0, geranylgeraniol control 100. rescue of ATP level, % at 7.49 µM. actives 0.78% (n = 330,000). AID 602340;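 active = mean ATP rescue above about 67%, or every replicate alone reaching that limit, limit read from the data, passing the limit was not always enough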;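 note: myotubes were challenged with 10 µM simvastatin during compound exposure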
# PglD DTNB: inhibitors of Campylobacter jejuni PglD acetyltransferase. inhibition, % at 12.5 µM. actives 0.098% (n = 360,000). purified PglD enzyme, DTNB colorimetric CoA detection; in the data active = inhibition above about 16%, passing the limit was not always enough; note: strong numbers were not always called active
# miR-122 sensor: inhibitors of miR-122 in Huh7 cells; Huh7 miR-122 Renilla luciferase sensor, 48 h; neutral wells = 0, positive control = 100; activation (reporter increase), % at 12.5 µM; actives 0.3% (n = 340,000); AID 602342;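 active = mean replicate activation score at least 90 and every replicate individually at or above 90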;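 note: higher luciferase means less miR-122 activity so hits act as miR-122 inhibitors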
# FN deposit inh: fibronectin deposition inhibition. AH1F fibroblasts, Alexa488-fibronectin deposition fluorescence, overnight. inhibition, % at 12.6 µM. actives 0.086% (n = 350,000). AID 743247;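 active = mean inhibition across replicates of 30% or more, regardless of how many single replicates reach that level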;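 note: positive control wells lacked labelled fibronectin entirely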
#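 Assay system: AH1F fibroblasts / Quantity: 10000 cells per well / Medium: DMEM plus 2% serum, read in PBS / Reagent: labelled fibronectin 24 nM / Dosing: single dose, pinned / Times: 1 h cell attachment, overnight exposure to compound and label / Signal: fluorescence, ex 485 nm, em 525 nm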
# Starred values were filed as active, the others as inactive; . = no result given; & = joins results of further samples; [ ] = dose if it differs, or a comment.
SMILES,GSIS activator,Cneo AK release,PGC1a acetyl inh,CFTR F508del cor,Statin myotox sup,PglD DTNB,miR-122 sensor,FN deposit inh
O=C(C[C@H]1C=C[C@H](NS(=O)(=O)c2ccc(F)cc2)[C@@H](CO)O1)NCc1ccc(Cl)c(Cl)c1,-14,4,-4,0.7,9,1,.,.
CC1CCCCN1S(=O)(=O)c1ccc(C(=O)Nc2nnc(-c3ccccc3Cl)o2)cc1 (stereo not given),.,1,50,.,0,6,-3,.
N[C@@H](Cc1ccc(O)cc1)c1nnc([C@H](CC(=O)O)NC(=O)C2CCNCC2)o1,2,1,3,1.1,-8,1,-4,13
CO[C@@H](CN(C)S(=O)(=O)c1ccc(Cl)cc1)[C@H](C)CN([C@@H](C)CO)S(=O)(=O)c1cccc(Cl)c1,-31,-10,-31,2.8,-18,0,.,4
O=C(N/N=C/C1CC=CCC1)c1cc(Br)ccc1O (stereo not given),0,3,4,.,.,0,-7,-6
O=C(CN1CCOCC1)Nc1c(-c2ccccc2)c2cc(Br)ccc2[nH]c1=O,1,1,2,.,-11,-3,3,1
CCOC(=O)N1CCC(NCCNC(=O)c2cccc(F)c2)CC1,6,-2,4,-2.5,-10,5,4,0
CC(C)CNC(C)C(=O)Nc1ccc(S(N)(=O)=O)cc1 (stereo not given),0,.,10,1.3,.,.,.,5
Fc1ccc(CNCCC(Cc2ccccc2)c2ccco2)cc1 (stereo not given),12,-2,0,0.5,.,-5,-4,-1
Cc1noc(C)c1S(=O)(=O)N(CCc1ccccc1)Cc1ccccc1,.,-2,-16,.,.,-4,-2,-12
O=C(/C=C/c1ccccc1)N1CCCN(C(=O)/C=C/c2ccccc2)CC1,.,0,-11,.,-9,0,-3,-5
C[C@@H]1CN([C@H](C)CO)C(=O)CCCn2nncc2CO[C@H]1CN(C)S(=O)(=O)c1cccc(F)c1,-6&9,-1&-2,-13&1,2.0&-0.5,-6&-2,0&-1,2,8&-6
Cc1cc(=O)oc2cc(OCC(=O)NC3CC(C)(C)NC(C)(C)C3)ccc12,.,8,19,0.9,8,3,1,-10
COc1ccc(CCNC(=O)CNS(=O)(=O)c2ccc(F)c(Cl)c2)cc1OC,.,-3,-3,.,6,-2,1,7
C[C@H]1CN([C@@H](C)CO)C(=O)Cc2cc(NS(=O)(=O)c3ccccc3)ccc2O[C@H]1CN(C)Cc1ccc(C(=O)Nc2ccccc2N)cc1,-9,-2,11,0.9,13,-1,71[16.7 µM],.
C[C@@H]1CN([C@@H](C)CO)C(=O)Cc2cc(NC(=O)c3ccncc3)ccc2O[C@H]1CN(C)S(=O)(=O)c1ccccc1,21,-44,-2,-0.2,8,0,0[16.7 µM],2
CCOC(=O)C1CCCN(C(=O)c2ccc(CS(=O)(=O)c3ccc(Br)cc3)o2)C1 (stereo not given),1,1,1,0.1,-5,7,-13,-7
CCN(CC)C(=O)CSc1nc2ccccc2o1,.,-1,2,.,-17,-1,0,.
Cc1ccc(NC(=S)NC2CCCC2)cc1,.,19,11,.,.,1,18,.
CCOC(=O)N1CCN(C(=O)C(C)N(c2ccccc2)S(C)(=O)=O)CC1 (stereo not given),3,.,-26,3.5,.,.,.,-14
CC(C)(C)NC(=O)NC(=O)COC(=O)Cn1c(C(F)(F)F)nc2ccccc21,.,-2,-1,.,3,-9,1,-6
O=C(Nc1ccc2c3c(cccc13)CC2)c1ccc(Br)o1,.,-2,-2,.,9,12,-5,.
O=C(Nc1cccn2ncnc12)c1ccccc1,.,0,-8,.,-1,-3,-2,-8
COc1cc(C(=O)NCC(=O)OCc2ccccc2Cl)cc(OC)c1OC,-16,2,6,-0.9,-1,-4,1,5
Cc1c(OC(C(=O)O)c2ccccc2)ccc2c(-c3ccccc3)cc(=O)oc12 (stereo not given),3,.,-8,1.8,5,.,-4,-4

# The final 3 compounds of the section above come first, to join the parts.
SMILES,GSIS activator,Cneo AK release,PGC1a acetyl inh,CFTR F508del cor,Statin myotox sup,PglD DTNB,miR-122 sensor,FN deposit inh
O=C(Nc1cccn2ncnc12)c1ccccc1,.,0,-8,.,-1,-3,-2,-8
COc1cc(C(=O)NCC(=O)OCc2ccccc2Cl)cc(OC)c1OC,-16,2,6,-0.9,-1,-4,1,5
Cc1c(OC(C(=O)O)c2ccccc2)ccc2c(-c3ccccc3)cc(=O)oc12 (stereo not given),3,.,-8,1.8,5,.,-4,-4
Cc1cccc(NC(=O)c2ccc(S(=O)(=O)NCc3cccnc3)cc2)c1,-1,-3,.,0.1,10,2,.,-3
CCOC(=O)c1cc(S(=O)(=O)N2CCN(C3CCCCC3)CC2)cn1C,9,-1,.,3.9,3,-4,-9,2
COc1ccc(S(=O)(=O)Nc2ccc3c(c2)C(=O)N([C@@H](C)CO)C[C@@H](C)[C@H](CN(C)C(=O)Nc2ccc4c(c2)OCO4)OCCCC[C@@H](C)O3)cc1,6,1,-16,1.1,.,2,-7[16.7 µM],-5
Cc1ccc(OCC(=O)NNC(=S)NC(=O)C2CC2)c(C)c1,-13,-8,.,1.5,15,1,6,.
Cc1ccc(C(=O)Nc2ccc3c(c2)ncn3C)cc1,.,-1,-8,.,-8,2,-6,-1
Oc1ccc(-c2csc(Nc3ccccn3)n2)cc1O,-12,-6,13,1.5,-39,4,1,2
COc1ccccc1NC(=O)CSc1nccc(-c2ccco2)n1,-2,-1,.,1.0,3,4,.,13
C=CCn1c(CCNC(=O)C(C)(C)C)nc2ccccc21,-11,12,0,.,17,-17,5,2
CC(=O)c1cccc(NC(=O)NNC(=O)c2ccc3ccccc3c2)c1,4,-2,1,-2.3,.,2,3,.
Cc1ccc(S(=O)(=O)N(C)C[C@H]2Oc3ccc(NC(=O)CCN4CCOCC4)cc3CC(=O)N([C@H](C)CO)C[C@H]2C)cc1,1,-2,5,1.8,7,2,-5[16.7 µM],.
O=C(CN1C(=O)NC2(CCc3ccccc32)C1=O)c1ccc(Br)cc1 (stereo not given),-9,1,-78,-0.3,11,-1,.,2
COc1ccc(NC(=O)C(=O)NCc2ccncc2)c(OC)c1,.,0,-1,.,-9,-2,-5,-5
CCOC(=O)c1c(S(=O)(=O)NCC(=O)Nc2cccc(F)c2)c(C)n(C)c1C,.,-3,-16,2.5,1,-4,13,8
O=C(CN1C(=O)c2ccccc2S1(=O)=O)Nc1ncc(Cl)cc1Cl,21,1,13,-1.0,-21,2,0,2
Cc1ccc(NC(=O)COC(=O)CCc2ccc(S(=O)(=O)N3CCOCC3)cc2)cc1F,-5,.,-5,0.3,.,.,.,-5
O=[N+]([O-])c1nn(-c2ccc3c(c2)OCCO3)n(O)c1=NCc1ccc(F)cc1,-12,-1,.,.,.,-1,-13,.
Cc1ccc(CSc2nnc(Cn3c(=O)sc4ccccc43)n2C)cc1,-22,-2,.,1.5,-9,0,5,10
COCC(=O)N(C)C[C@@H]1Oc2cc(-c3cccc(F)c3)ccc2S(=O)(=O)N([C@H](C)CO)C[C@H]1C,1,-1,-4,-1.1,-14,0,0[16.7 µM],0
CCN(c1ccccc1)S(=O)(=O)c1ccc2c(c1)N(C(C)=O)CCO2,1,0,1,1.4,3,-3,0,-8
CC1CCN(c2ccc(S(=O)(=O)N3CCC(C)CC3)cc2N)CC1,-7,19,0,1.1,6,-2,.,-2
CN1CCN(S(=O)(=O)c2cccc(C(=O)Nc3ccc(Br)cc3Br)c2)CC1,-21,0,.,3.6,0,-13,.,.
C[n+]1ccc(/C=C/c2c[nH]c3ccc(F)cc23)cc1,-5,0,3,4.3,-99,-12,.,-13
C[C@H](CO)N1C[C@H](C)[C@@H](CN(C)C(=O)Nc2ccc(F)cc2)Oc2cc(-c3ccncc3)ccc2S1(=O)=O,-16,-4,12,-1.4,.,-2,34[16.7 µM],.
COc1cc(CN2CCNC(=O)C2CC(=O)N2CCCN(C(C)=O)CC2)cc(OC)c1 (stereo not given),3,0,.,-0.6,3,-1,.,.
C[C@H](O)C#Cc1ccc([C@H]2[C@@H](CO)N3CCCCN(CC4CC4)C[C@H]23)cc1,-13,-5,-6,-1.4,12,-1,23[16.7 µM],-6

# Continuation:
SMILES,GSIS activator,Cneo AK release,PGC1a acetyl inh,CFTR F508del cor,Statin myotox sup,PglD DTNB,miR-122 sensor,FN deposit inh
COc1ccc(S(=O)(=O)Nc2ccc3c(c2)CC(=O)N([C@H](C)CO)C[C@H](C)[C@H](CN(C)Cc2ccc(-c4ccccc4)cc2)O3)cc1,6,2,0,3.6,19,-1,5[16.7 µM],.
CC(C)C(=O)Nc1ccc(NC(=O)c2cc3ccccc3o2)cc1,.,2,-33,.,-85,2,-3,3
Cc1csc(SCC(=O)NC2CCC(C)CC2)n1 (stereo not given),1,0,.,1.1,2,-1,.,0
CCn1nc(C)c(/C=N/NC(=O)Cn2nc(C)cc2C)c1C,22,2,.,.,.,16,.,-2
CCn1c(SCC(=O)Nc2cccnc2Cl)nnc1-c1ccccc1,.,5,2,-2.1,.,0,0,-4
O=C(c1cc2cc(Br)ccc2[nH]1)N1CCc2ccccc21,11,0,3,-1.8,-5,2,3,4
O=C(Nc1cccc(F)c1)N1CC(=O)N2[C@H](CO)[C@@H](c3ccc(-c4cccc(F)c4)cc3)[C@@H]2C1,-16,.,-5,2.9,.,.,.,1
O=C1CCN(S(=O)(=O)c2ccccc2)CCN1CCOCc1cccc(F)c1,0,2,.,2.6,1,-1,-6,5
COC(=O)c1cc(S(=O)(=O)NCCc2sccc2C)c[nH]1,7,.,-5,2.6,-10,.,16,-17
COc1ccc(N/N=C(\C#N)C(=N)SCc2ccccc2)cc1,-10,.,22,2.9,.,.,.,-6
Nc1nonc1-c1noc(CCCCCN2C(=O)c3ccccc3C2=O)n1,.,8,3,.,0,3,-1,2
CSCC[C@H](NC(=O)N1CCn2c1nc1ccccc12)C(=O)N[C@@H](C(=O)O)c1ccccc1,.,0,3,2.9,-1,4,5,.
CC(=O)CC(=O)Nc1cccc2c1CCCC2,0,-1,-3,.,.,3,2,.
COc1ccc(CCN2C(=O)c3ccccc3NC2c2cc(Cl)c(O)c(OC)c2)cc1 (stereo not given),10,-2,-13,0.4,-25,-5,28,6
O=C(N/N=C/c1cc([N+](=O)[O-])ccc1Cl)c1cnccn1,-1,3,-3,2.5,5,-2,-3,4
CC(C)(C)NC(=O)CSc1nnc(CN2CCCCCC2=O)n1-c1ccccn1,.,-3,-2,.,-4,-1,-1,16
CCOC(=O)CCCn1ccc2cc(S(=O)(=O)N3CCCC3)ccc21,-5,-4,-7,-2.0,18,-1,-4,-10
Cc1cc(C)c(NC(=O)c2cc3c(nc4sccn43)s2)c(C)c1,.,0,-29,.,-25,.,2,-10
O=C(NCc1ccccn1)C1CCN(S(=O)(=O)N2CCCCC2)CC1,.,0,-11,.,-4,3,1,.
O/N=C/c1cc(Cl)ccc1OCc1ccccc1Cl,.,4,1,.,.,4,2,6
O=C(Nc1ccc(F)cc1)N1C[C@@H]2[C@H](c3ccccc31)[C@H](CO)N2C(=O)Cc1ccncc1,-11,-3,3,2.0,-20,-2,12[16.7 µM],.

# Three of the entries above in order of their number in miR-122 sensor, high to low.
SMILES | GSIS activator | PGC1a acetyl inh | CFTR F508del cor | PglD DTNB | miR-122 sensor
Cc1cc(C)c(NC(=O)c2cc3c(nc4sccn43)s2)c(C)c1 | . | -29 | . | . | 2
O=C(NCc1ccccn1)C1CCN(S(=O)(=O)N2CCCCC2)CC1 | . | -11 | . | 3 | 1
CC(C)(C)NC(=O)CSc1nnc(CN2CCCCCC2=O)n1-c1ccccn1 | . | -2 | . | -1 | -1

# Rows were taken by chance; overall some 2.1% were active at least once.
